Screening results deposited in PubChem BioAssay by several laboratories.
KKLEB cytotox = counter-screen for CF NF-kB inhibitors: cytotoxicity; KKLEB CF airway cells viability, ATPlite luminescence, overnight; active compounds read low; cells stimulated with P. aeruginosa culture filtrate; activity change (cytotoxicity), % at 5 µM; AID 602141; actives 0.36% (n = 360,000);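 active = corrected activity change at or below -50% at 5 µM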
TRAIL sens C8 = sensitizes caspase-8 expressing cells to TRAIL; inhibition (viability loss, TRAIL sensitization), % at 10 µM; actives 1% (n = 360,000); AID 624354; NB7+C8 cells + TRAIL, ATPlite viability luminescence;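 active = compounds causing at least 50% loss of cell viability in the single-dose screen, relative to plate controls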
EBV LMP1 NFkB = inhibitors of Epstein-Barr LMP1-induced NF-kappaB reporter; actives 0.69% (n = 350,000); LMP1-induced NF-kappaB luciferase reporter cells, luminescence; inhibition, % at 12.5 µM; AID 504558; in the data active = inhibition above about 41%;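 also: 0% = neutral control wells and 100% = reference inhibitor control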
Shn3 inh set2 = Schnurri-3 reporter inhibition in Clone20 osteoblasts. Clone20 osteoblast Shn3 3'UTR firefly luciferase, 24 h. inhibition, % at 12.5 µM. actives 0.52% (n = 360,000);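 active = mean inhibition of at least 75% with every replicate also reaching 75%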;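 also: 0% = median of neutral control wells and 100% = pilot-screen positive control compound; some compounds past the cut are filed as inactive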
NR2E3 ag-1 = activates human photoreceptor nuclear receptor NR2E3; GST-NR2E3/biotin-RetCOR TR-FRET, 1536-well; inhibition of corepressor binding, % at 4.78 µM; actives 0.12% (n = 320,000); AID 2300;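 active = percent inhibition above the cutoff of mean plus 3 SD of all tested compounds, set per screening campaign, cut at about 20% in these data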;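 also: 0% = DMSO wells and 100% = biotin wells as full block of FRET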
Target sequence (Q9Y5X4 whole entry, looked up): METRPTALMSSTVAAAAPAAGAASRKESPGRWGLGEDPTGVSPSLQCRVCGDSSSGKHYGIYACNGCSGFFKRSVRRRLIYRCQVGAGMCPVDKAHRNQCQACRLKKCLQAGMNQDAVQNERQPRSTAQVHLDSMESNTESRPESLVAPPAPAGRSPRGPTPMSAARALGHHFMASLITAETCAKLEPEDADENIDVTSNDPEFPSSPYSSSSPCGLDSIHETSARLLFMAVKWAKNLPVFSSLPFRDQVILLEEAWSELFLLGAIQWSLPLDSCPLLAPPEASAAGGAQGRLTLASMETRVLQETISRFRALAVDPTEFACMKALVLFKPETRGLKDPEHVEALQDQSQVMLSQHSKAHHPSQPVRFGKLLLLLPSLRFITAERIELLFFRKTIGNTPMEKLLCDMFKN
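System: GST-NR2E3 and biotin-RetCOR proteins; probe or stimulus: 7 nM biotin-RetCOR; doses: compound at 4.8 µM, single dose; schedule: Compound–protein incubation for 5 h at 4 °C; detection: time-resolved FRET; read-out: percent inhibition; controls: biotin wells as high control, 0.6% DMSO wells as low control; format: 1536-well plates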
TRPM1 prom inh = inhibitors of MITF-driven TRPM1 promoter in melanoma cells | SK-MEL-5 TRPM1 promoter luciferase, 24 h | inhibition, % at 12.5 µM | actives 0.83% (n = 330,000) | AID 488899;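 active = mean inhibition across replicates of 60% or more, whatever share of single replicates reaches that level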; also: values of inactives mirror those of a sister screen read the other way
CF NFkB inh = cystic fibrosis NF-kB activation inhibition | KKLEB NF-kB-GFP reporter, PAF-induced, GFP fluorescence overnight | inhibition, % at 5 µM | actives 0.86% (n = 360,000);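 active = at least 50% inhibition at 5 µM, scaled per plate between neutral and stimulator controls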;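 also: PAF is a Pseudomonas aeruginosa culture filtrate used as stimulus; plate controls were PAF-stimulated DMSO wells for no effect and unstimulated DMSO wells for full effect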
Peg3 prom inh = inhibitors of Peg3 promoter. HeLa PEG-Prom luciferase reporter, luminescence, overnight. actives 1.7% (n = 360,000). inhibition, % at 20 µM;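 active = inhibition of at least 50% at 20 µM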
NR2E3 ag-2 = human photoreceptor-specific nuclear receptor agonism; CHO-S Gal4-NCOR/VP16-NR2E3 two-hybrid, luciferase; Q9Y5X4; actives 0.35% (n = 360,000); AID 602229; inhibition of corepressor binding, % at 3.98 µM;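 active = inhibition above the mean of all tested compounds plus 3 SD, cut at about 70% in these data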;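 also: 0% = DMSO with NR2E3 transfected cells and 100% = cells lacking NR2E3 construct; higher means lower luciferase signal from less NR2E3 corepressor binding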
HIF-2a inh = blocks HIF-2a reporter activity; 786-0 RCC cells HIF-2a reporter, luciferase luminescence, overnight; actives 0.72% (n = 360,000); inhibition, % at 18.8 µM;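 active = inhibition of the luminescence signal of 40% or more relative to plate controls, in a single-dose primary screen at 18.75 µM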
iPSC survival up = hiPSC single-cell survival enhancement; AID 602274; survival enhancement, % at 20 µM; ATPlite luminescence; 100% = ROCK inhibitor wells, 0% = DMSO; actives 0.044% (n = 360,000); in the data active = survival enhancement above about 18%;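 also: cells exposed to compounds for 16 hours before the ATP read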
The depositor's hits bear a star; · = no result given. Only part of the results is shown; the hit share may differ from the screen's.

compound	KKLEB cytotox	TRPM1 prom inh	Shn3 inh set2	Peg3 prom inh	iPSC survival up	EBV LMP1 NFkB	NR2E3 ag-1	TRAIL sens C8	CF NFkB inh	NR2E3 ag-2	HIF-2a inh
C/C=C/C=C\C(=O)Nc1cccc(C2=NOC3(C2)C[C@H](C(N)=O)N(C(=O)CC#N)C3)c1 (stereo not given in full)	0	1	-21	17	5.1	-3	-9	3	0	8	4
Cc1ccc(NC(=O)CSc2nc(=O)n3cc(C)ccc3n2)c(C)c1	-6	-11	-46	-8	-0.4	5	-6	0	-19	-1	2
Cc1c(Cl)cccc1NC(=O)c1cccc(NC(=O)CCC(=O)O)c1	1	-3	-21	6	3.3	-7	2	-7	-7	-14	11
COC(=O)[C@H](CC(C)C)NC(=O)Nc1ccccc1F	-6	6	14	-3	-0.8	0	3	-20	20	-11	-4
O=C(NN=Cc1ccccc1O)C(O)(c1ccccc1)c1ccccc1	10	18	30	26	0.0	13	·	9	-11	-13	30
COc1ccccc1/C=c1\sc2nc(-c3ccccc3OC)nn2c1=O	6	7	9	15	-0.2	1	1	-3	-3	-17	14
COc1ccc(/C=C(\NC(=O)c2ccc(C)cc2)C(=O)Nc2c(C)n(C)n(-c3ccccc3)c2=O)cc1	14	11	3	18	0.2	3	-2	-4	-4	-10	13
CC(=O)N1CCN(S(=O)(=O)c2cccc(C(=O)Nc3ccc4c(c3)CCC4)c2)CC1	1	2	9	1	-0.5	6	2	-12	0	-7	-13
CC(=O)c1cccc(NC(=O)CN2C(=O)C3C4C=CC(C4)C3C2=O)c1 (stereo not given)	-3	-11	17	7	-1.1	-8	1	6	0	5	-13
O=C(Nc1ccc(F)cc1)c1cccc(N2C(=O)C3C4C=CC(C5CC45)C3C2=O)c1 (stereo not given)	-6	5	28	24	-0.1	-1	3	7	-1	11	5
CCn1c(CNC(=O)c2ccccc2Cl)cc2ccccc21	-23	-16	-29	-73	-0.2	-56	5	-10	-6	-48	-85
O=S(=O)(NCCc1ccccc1F)c1cccc(S(=O)(=O)N2CCOCC2)c1	-4	9	17	15	-2.0	-12	4	7	9	-17	24
Cc1nc2scc(C)n2c(=O)c1S(=O)(=O)NCC1CCN(Cc2ccc(F)cc2)CC1	-10	-14	5	16	-0.4	-15	7	11	-9	10	10
O=C(NC(=S)Nc1ccc(N2CCOCC2)cc1)c1ccc(Cl)cc1	-16	-7	12	-2	0.7	7	0	21	15	-21	17
CNC(C)C#Cc1ccc2c(=O)c3ccccc3oc2c1 (stereo not given)	-16	-70	-53	-231	-0.7	-13	-1	6	-4	-60	-262
O=C(O)c1ccc(C(=O)c2ccc3c(c2)C(=O)N(Cc2ccco2)C3=O)cc1	8	3	-1	1	-0.8	-1	5	3	-15	0	11
O=c1oc(-c2cccc(S(=O)(=O)N3CCOCC3)c2)nc2ccccc12	17	20	14	3	0.3	-2	3	17	-18	-13	11
CC(=O)N1CCN(C(=O)c2ccc(S(=O)(=O)Nc3cccc(C(F)(F)F)c3)cc2)CC1	13	-9	12	4	-0.1	1	-2	-1	-11	-15	7
COc1ccccc1C/C(N)=N/OC(=O)COc1ccc(C)cc1C	-3	12	-19	11	4.2	-4	4	7	5	-9	-51
COc1cccc(C2C(C(=O)Nc3cccnc3)=C(C)Nc3nnnn32)c1OC (stereo not given)	3	2	-17	-5	-1.9	-1	1	1	3	-29	15
COc1ccccc1N1CCN(C2CCCN(C(=O)c3cc(C)oc3C)C2)CC1 (stereo not given)	-3	11	2	3	-0.3	5	2	8	36	12	-1
CC1=C(O)C(=O)OC1c1c(Cl)cccc1Cl (stereo not given)	-10	-1	2	-1	2.4	7	-1	-1	5	15	1
Cc1ccc2nc(-c3ccc(NC(=O)C(C)Sc4nncs4)cc3)sc2c1 (stereo not given)	9	-16	16	-116	0.1	20	2	52*	-50	-148	-115
CCc1sc(C(=O)NNC(=O)CNC(=O)c2ccccc2F)cc1C	-4	-2	6	7	-0.2	-6	1	-23	-10	12	-20
CC1=NN(c2ccccc2)C(=O)/C1=C/c1cn(C)c2ccccc12	-4	-2	13	-7	0.2	-4	2	19	-12	-20	-29
Cc1csc(SC(C)C(=O)Nc2ccccc2C)n1 (stereo not given)	-11	0	4	4	0.2	-1	2	11	9	12	14
Cc1ccc(Cn2nnc3c(=O)n(CC(=O)N4CCCCC4)cnc32)cc1	8	4	-10	3	-1.9	5	0	-10	6	2	11
COC(=O)c1cccc(NC(=O)CC2C(=O)NCCN2C(=O)Nc2ccccc2)c1 (stereo not given)	7	-10	-12	8	-0.4	-5	5	16	-59	-4	-7
COc1ccc(C(C)NC(=O)c2ccc(Br)cc2)cc1OC (stereo not given)	-6	6	22	9	-0.5	-2	3	-2	0	-5	14
C=CCn1c(=O)n(C(=O)OCC)c2cc(Br)ccc21	-13	-11	-8	5	-0.7	5	0	9	40	-8	-3
N/C(Cc1ccc(Cl)cc1Cl)=N\OC(=O)c1ccccc1	9	-6	-46	-10	1.9	0	0	1	4	23	2
O=C(CCCn1c(=S)[nH]c2cc3c(cc2c1=O)OCO3)N1CCN(c2ncccn2)CC1	-6	1	13	11	8.0	2	1	-11	-1	-3	13
COc1ccccc1C(=O)NC(=O)COC(=O)C1CC1C (stereo not given)	2	0	-8	-1	-0.6	9	4	-4	-20	6	-26
CCc1c(C)nc(SCC(=O)NNC(=O)c2ccco2)[nH]c1=O	8	-4	-30	0	0.3	-2	-3	8	1	-34	3
CC[C@H](C)C1NC(=O)[C@H](CC(=O)O)NC(=O)c2cc([N+](=O)[O-])cc(I)c2NCCC(C(N)=O)NC1=O (stereo not given in full)	-3	4	-16	-6	-3.3	-4	4	2	-2	-24	12
CCOCCCNC(=O)c1cc2c(=O)n(CC)c3ccccc3c2s1	-34	·	-6	2	-0.5	8	-4	11	-27	-15	-23

Given with values under each structure: 6 of the compounds above
Every second line gives: KKLEB cytotox	TRPM1 prom inh	Shn3 inh set2	Peg3 prom inh	iPSC survival up	EBV LMP1 NFkB	NR2E3 ag-1	TRAIL sens C8	CF NFkB inh	NR2E3 ag-2	HIF-2a inh
> O=C(CCCn1c(=S)[nH]c2cc3c(cc2c1=O)OCO3)N1CCN(c2ncccn2)CC1
  -6	1	13	11	8.0	2	1	-11	-1	-3	13
> COc1ccc(C(C)NC(=O)c2ccc(Br)cc2)cc1OC (stereo not given)
  -6	6	22	9	-0.5	-2	3	-2	0	-5	14
> COc1ccccc1C(=O)NC(=O)COC(=O)C1CC1C (stereo not given)
  2	0	-8	-1	-0.6	9	4	-4	-20	6	-26
> CCc1c(C)nc(SCC(=O)NNC(=O)c2ccco2)[nH]c1=O
  8	-4	-30	0	0.3	-2	-3	8	1	-34	3
> Cc1csc(SC(C)C(=O)Nc2ccccc2C)n1 (stereo not given)
  -11	0	4	4	0.2	-1	2	11	9	12	14
> Cc1ccc(Cn2nnc3c(=O)n(CC(=O)N4CCCCC4)cnc32)cc1
  8	4	-10	3	-1.9	5	0	-10	6	2	11

Carrying on.
compound	KKLEB cytotox	TRPM1 prom inh	Shn3 inh set2	Peg3 prom inh	iPSC survival up	EBV LMP1 NFkB	NR2E3 ag-1	TRAIL sens C8	CF NFkB inh	NR2E3 ag-2	HIF-2a inh
O=C1CC(c2ccco2)=Nc2ccccc2N1	4	14	7	-15	-0.7	-9	4	-7	7	-25	-14
CCOC(=O)c1ccccc1NS(=O)(=O)c1ccc(OC)cc1	-9	25	14	30	-1.0	4	0	1	22	-62	17
CCC(CC)NC(=O)c1cc(S(=O)(=O)N2CCCCC2)ccc1N1CCOCC1	5	·	6	-5	0.4	-1	-3	-6	4	-2	10
CCOc1ccc(C(=O)c2cc([N+](=O)[O-])ccc2Cl)cc1	-18	-1	7	4	7.8	-4	3	8	10	-4	-4
CCOc1ccc(C(=O)Nc2cccc(C(=O)O)c2C)cc1Cl	5	67*	8	55*	0.5	15	1	8	3	-96	54*
Cc1ccccc1S(=O)Cc1ccc(C(=O)NCCN2CCOCC2)o1 (stereo not given)	0	-4	-3	-2	3.9	-6	-2	-10	-22	-14	5

Part of the list above, field by field.
O=C1CC(c2ccco2)=Nc2ccccc2N1
  KKLEB cytotox = 4 | TRPM1 prom inh = 14 | Shn3 inh set2 = 7 | Peg3 prom inh = -15 | iPSC survival up = -0.7 | EBV LMP1 NFkB = -9 | NR2E3 ag-1 = 4 | TRAIL sens C8 = -7 | CF NFkB inh = 7 | NR2E3 ag-2 = -25 | HIF-2a inh = -14

CCOC(=O)c1ccccc1NS(=O)(=O)c1ccc(OC)cc1
  KKLEB cytotox = -9 | TRPM1 prom inh = 25 | Shn3 inh set2 = 14 | Peg3 prom inh = 30 | iPSC survival up = -1.0 | EBV LMP1 NFkB = 4 | NR2E3 ag-1 = 0 | TRAIL sens C8 = 1 | CF NFkB inh = 22 | NR2E3 ag-2 = -62 | HIF-2a inh = 17
